# G9a block: blocks human histone lysine methyltransferase G9a; Q96KQ7; G9a H3K9 monomethylation, AlphaScreen, 2 h; Potency, µM (top dose mostly 102 µM), without a hit: top-dose activity, negative = inhibition, most hits filed as inhibitors; actives 8.8% (n = 350,000); further: on the % scale 0 is the no-effect control and ±100 the full control effect; nearly all actives have a fitted effect of over 75% in size
#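 AlphaScreen detection with an anti-monomethyl H3K9 antibody quantified product after a 2 h room-temperature reaction containing 500 nM biotinylated H3K9 peptide, 20 µM SAM and 20 nM enzyme, which had been preincubated 15 min with compound.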
# Pol kappa inh: DNA polymerase kappa (human) inhibition. Q9UBT6. purified Pol kappa, fluorescent DNA synthesis assay, 10 min. Potency, µM (doses to about 107 µM), for inactives: top-dose activity, negative = inhibition, most hits filed as inhibitors. actives 0.53% (n = 400,000). AID 588579; further: on the % scale 0 is the no-effect control and ±100 the full control effect
#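 Inhibition of 10 nM Pol kappa is measured by a fluorescent read-out at 0 and 10 min following addition of 50 nM substrate (final), with a 15-min room-temperature compound preincubation.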
# Anesthetic bind: candidate novel general anesthetic via apoferritin binding | apoferritin/1-aminoanthracene competitive binding, fluorescence | Potency, µM (top dose mostly 77.5 µM), without a hit: at the top dose activity change, negative = displacement, hits mostly inhibitors | actives 0.074% (n = 350,000) | AID 485281; further: on the % scale 0 is the no-effect control and ±100 the full control effect; nearly all actives have a fitted effect of over 20% in size
# Target sequence (P02791 2-175 limits assumed): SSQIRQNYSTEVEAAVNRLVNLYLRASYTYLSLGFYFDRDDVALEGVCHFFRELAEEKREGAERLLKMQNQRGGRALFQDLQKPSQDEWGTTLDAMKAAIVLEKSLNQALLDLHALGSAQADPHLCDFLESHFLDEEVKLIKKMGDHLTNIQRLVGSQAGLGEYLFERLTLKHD
#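 Steps: apoferritin (10 uM) was premixed with half-saturated 1-AMA in PBS, compounds were pin-transferred, plates stood 10 min at room temperature, fluorescence was read at 380/535 nm, and curves were fitted with a Hill equation.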
# POLH inh: inhibitors of human DNA polymerase eta; Q9Y253; actives 1.2% (n = 390,000); Potency, µM (doses to about 114 µM), without a hit: at the highest dose activity change, negative = inhibition, actives largely listed as inhibitors; recombinant Pol eta, fluorescent DNA replication assay; further: on the % scale 0 is the no-effect control and ±100 the full control effect
#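 Fluorescent replication assay: 50 nM final substrate added after a 15 min room-temperature compound preincubation with 10 nM enzyme. Signal taken at 0 min and again at 10 min.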
# Pol iota inh: DNA polymerase iota (human) inhibition | Potency, µM (top dose mostly 115 µM), for the others: at the highest dose activity, negative = inhibition, actives largely listed as inhibitors | actives 1% (n = 390,000) | AID 588590 | Pol iota fluorescent replication assay, 10 min | Q9UNA4
# Target sequence (Q9UNA4 whole entry, looked up): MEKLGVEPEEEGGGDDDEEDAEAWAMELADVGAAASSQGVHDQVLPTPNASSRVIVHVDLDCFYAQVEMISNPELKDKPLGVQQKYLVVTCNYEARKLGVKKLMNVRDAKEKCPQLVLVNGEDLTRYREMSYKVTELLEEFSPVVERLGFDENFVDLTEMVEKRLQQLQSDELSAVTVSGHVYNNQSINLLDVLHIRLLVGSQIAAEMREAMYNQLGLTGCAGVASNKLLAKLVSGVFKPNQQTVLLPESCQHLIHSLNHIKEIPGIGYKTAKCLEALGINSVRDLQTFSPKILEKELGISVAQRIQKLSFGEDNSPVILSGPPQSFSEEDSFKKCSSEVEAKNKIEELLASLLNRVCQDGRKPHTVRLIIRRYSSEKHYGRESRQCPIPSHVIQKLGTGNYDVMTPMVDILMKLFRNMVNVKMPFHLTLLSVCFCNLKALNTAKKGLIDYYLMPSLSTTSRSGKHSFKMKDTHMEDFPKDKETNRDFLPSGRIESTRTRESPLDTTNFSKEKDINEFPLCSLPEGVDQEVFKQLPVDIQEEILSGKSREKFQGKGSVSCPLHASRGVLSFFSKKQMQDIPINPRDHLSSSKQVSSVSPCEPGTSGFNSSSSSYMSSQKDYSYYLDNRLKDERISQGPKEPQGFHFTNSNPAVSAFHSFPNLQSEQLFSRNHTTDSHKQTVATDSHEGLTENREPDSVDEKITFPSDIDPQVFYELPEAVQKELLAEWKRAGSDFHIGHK
#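 Pol iota at 10 nM preincubated 15 min with compounds at room temperature; reaction started with fluorescent substrate, 50 nM final. Fluorescence read kinetically at 0 and 10 min; buffer-only wells as negative control.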
# Pol beta inh: DNA polymerase beta (human) inhibition; Pol beta primer extension/strand displacement, fluorescence kinetic; Potency, µM (doses to about 114 µM), without a hit: at the highest dose activity change, negative = inhibition, usual class: inhibitors; actives 1.3% (n = 340,000); further: on the % scale 0 is the no-effect control and ±100 the full control effect
#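 10 nM enzyme + cpd, 15 min RT; start with substrate 50 nM final; read 0 min and after 10 min RT. Corrected, normalized data; 4-parameter Hill curve fit.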
# APEX1 inh: inhibitors of human APE1 endonuclease. P27695. recombinant APE1, TAMRA/BHQ-2 abasic DNA cleavage fluorescence. Potency, µM (doses to about 65.8 µM), for the others: top-dose activity change, negative = inhibition, most hits filed as inhibitors. actives 0.35% (n = 350,000);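 further: plate controls were vehicle for no effect and reference inhibitor for full effect; nearly all actives have a fitted effect of over 55% in size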
#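 Kinetic fluorescence read (525 ex/598 em nm, three reads 60 s apart) of AP-site incision; signal = third minus first read. Enzyme 0.75 nM, dual-labelled THF duplex 50 nM, compound preincubation 15 min RT.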
# BAZ2B inh: BAZ2B (human) inhibition; Q9UIF8; AlphaScreen BAZ2B-H3K14Ac peptide displacement; Potency, µM (series often up to 114 µM), for inactives: at the highest dose activity change, negative = inhibition, usual class: inhibitors; actives 4.4% (n = 360,000); AID 504333; further: on the % scale 0 is the no-effect control and ±100 the full control effect; nearly all actives have a fitted effect of over 60% in size
#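 BAZ2B 50 nM plus b-H3(5-23)K14Ac 50 nM, PBS pH 7.4/0.01% Tween-20, 30 min RT; compound added (max 110 uM), 30 min RT; streptavidin donor/Ni-chelate acceptor beads 10 ug/mL final, 20 min dark; AlphaScreen read.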
# BLM inh: inhibitors of human Bloom syndrome helicase BLM; P54132; Potency, µM (highest dose often 56.1 µM), for inactives: top-dose activity change, negative = inhibition, usual class: inhibitors; AID 2528; recombinant BLM DNA unwinding, fluorescence dequenching; actives 0.2% (n = 350,000);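 further: plate controls were vehicle for no effect and no enzyme for full effect; nearly all actives have a fitted effect of over 35% in size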
# The depositor's hits bear a star; u = inconclusive; x = not tested or not shown; & = joins results of further samples; ! = not confirmed by another sample; [ ] = remark or other dose. The call rests on the fitted dose curve; in most records, active means well fitted curve in the direction sought with a large enough effect; inconclusive means small, poorly fitted or top-dose-only effect, or another doubt; inactive means no such curve, though single readings can be large; an effect the other way counts as inactive or inconclusive. Potency means the concentration at half of the fitted maximal effect. Only part of the results is shown. The share of hits here may be higher or lower than overall.
# The opening 10 compounds (preview)
SMILES,G9a block,Pol kappa inh,Anesthetic bind,POLH inh,Pol iota inh,Pol beta inh,APEX1 inh,BAZ2B inh,BLM inh
CCC(=O)N1CCc2cc(S(=O)(=O)NC(Cc3ccccc3)C(=O)NCc3ccccc3)ccc21 (configuration not stated),1%[59 µM],-3%,-4%,0%,u,u,x,x,-8%
CC(=O)C1=C(c2ccccc2)OC(N)=C(C#N)C1c1ccccc1C (configuration not stated),u,-10%,-3%,-15%,10%,1%,7%,-24%,-7%
N#CCS(=O)(=O)c1ccccc1,-32%,-8%,-7%,2%,-8%,8%,56%[activator],-8%[57.1 µM],-2%
O=C(O)CSCc1nc2ccccc2[nH]1,u,0%,-4%,-9%,10%,-15%,3%,-23%,-5%
Cc1cc(C)cc(OCC(=O)OCC(=O)NCCC2=CCCCC2)c1,2%[59 µM],-16%,-21%,-8%,150%[activator],22%,20%,11%,-1%
CC(C)O,18%[59 µM],-11%[60.1 µM],x,x,x,x,5%,x,-14%
CC(=O)Nc1ccc(NC(=O)C2CCN(S(=O)(=O)c3cccc4nonc34)CC2)cc1,23%[59 µM],-10%,-19%,-5%,-3%,28%,-3%,5%,-3%
CCc1ccc(CN2CCC(Oc3ccc(C(=O)NCc4ccccn4)cc3)CC2)o1,u,4%,-15%,-8%,36%,10%,85%[activator],1%,1%
Cc1ccc([N+](=O)[O-])cc1NC(=O)CCSc1ccc(Cl)cc1,4%[59 µM],-15%,-17%,-15%,6%,0%,-1%,-3%,-4%
O=C(CC1SC(=O)N(c2ccccc2)C1=O)Nc1cccc2ccccc12 (configuration not stated),u,-17%,-6%,-16%,-16%,2%,2%,-25%,-12%

# The listing, repeating the preview:
SMILES,G9a block,Pol kappa inh,Anesthetic bind,POLH inh,Pol iota inh,Pol beta inh,APEX1 inh,BAZ2B inh,BLM inh
CCC(=O)N1CCc2cc(S(=O)(=O)NC(Cc3ccccc3)C(=O)NCc3ccccc3)ccc21 (configuration not stated),1%[59 µM],-3%,-4%,0%,u,u,x,x,-8%
CC(=O)C1=C(c2ccccc2)OC(N)=C(C#N)C1c1ccccc1C (configuration not stated),u,-10%,-3%,-15%,10%,1%,7%,-24%,-7%
N#CCS(=O)(=O)c1ccccc1,-32%,-8%,-7%,2%,-8%,8%,56%[activator],-8%[57.1 µM],-2%
O=C(O)CSCc1nc2ccccc2[nH]1,u,0%,-4%,-9%,10%,-15%,3%,-23%,-5%
Cc1cc(C)cc(OCC(=O)OCC(=O)NCCC2=CCCCC2)c1,2%[59 µM],-16%,-21%,-8%,150%[activator],22%,20%,11%,-1%
CC(C)O,18%[59 µM],-11%[60.1 µM],x,x,x,x,5%,x,-14%
CC(=O)Nc1ccc(NC(=O)C2CCN(S(=O)(=O)c3cccc4nonc34)CC2)cc1,23%[59 µM],-10%,-19%,-5%,-3%,28%,-3%,5%,-3%
CCc1ccc(CN2CCC(Oc3ccc(C(=O)NCc4ccccn4)cc3)CC2)o1,u,4%,-15%,-8%,36%,10%,85%[activator],1%,1%
Cc1ccc([N+](=O)[O-])cc1NC(=O)CCSc1ccc(Cl)cc1,4%[59 µM],-15%,-17%,-15%,6%,0%,-1%,-3%,-4%
O=C(CC1SC(=O)N(c2ccccc2)C1=O)Nc1cccc2ccccc12 (configuration not stated),u,-17%,-6%,-16%,-16%,2%,2%,-25%,-12%
O=C(C1=C(O)C(=O)N(CCN2CCOCC2)C1c1ccc([N+](=O)[O-])cc1)c1cc2ccccc2o1 (configuration not stated),40µM*,-22%,-8%,2%,-6%,28%,51%,-21%,-4%
COCCn1c(-c2ccco2)csc1=Nc1cccnc1,u,-1%,-19%,-2%,u,31%,14%,u,-19%
O=C(NCc1ccco1)c1ccc(COc2ccc(Cl)cc2)cc1,-8%[59 µM],0%,-11%,-11%,45%[activator],8%,u,-27%,-5%
CCNC(=O)NC1(C(=O)Nc2ccc3c(c2)CCC3)CCCCC1,14%,-2%,-5%,-7%,12%,-23%,u,-34%,2%
Cc1cc(C)c(C#N)c(SCc2cc3c(cc2Cl)OCO3)n1,51%[activator][59 µM],0%,-13%,-2%,-13%,5%,-4%,13%,-8%
CCOC(=O)c1cc(-c2ccccc2C)nn1Cc1cc(CC)no1,25%[2.33 µM],6%,x,-19%,21%,x,6%,98%[activator],x
Cc1cc(C)cc(NC(=O)c2ccc(CNc3c(N4CCOCC4)c(=O)c3=O)cc2)c1,-8%,-14%,-10%,-4%,-6%,8%,1%,2%,-5%
O=C(NCCCc1ccccc1)C1CCN(c2nnc(-n3cccc3)s2)CC1,u,-6%,-14%,-7%,u,17%,11%,12%,-2%
CNC(=O)/C(C#N)=C1\SC(Cc2ccc(F)cc2)C(=O)N1c1ccccc1C (configuration not stated),-7%,1%,-14%,-23%,17%,-3%,u,-6%,0%
Cc1ccc(C)c(CN2CCSCC2)c1,x,-4%,-16%,-23%,156%[activator],5%,-9%,u,2%
O=c1c2c3c(sc2nc2n1N=C(c1cccs1)CS2)CCCC3,-7%,-4%,-15%,-3%,-5%,1%,1%,-2%,-1%
CC(C)c1nc(CN2CCCCC2)cc(=O)[nH]1,39%[12.7 µM],7%,-6%,-7%,-6%,17%,6%,-12%,-13%
CCC(=O)N1c2ccccc2CC1C(=O)NCCN1CCN(c2ccccc2F)CC1 (configuration not stated),14%[59 µM],-6%[60.1 µM],8%,-7%,13%,31%[activator],x,-9%,-1%
CCN(CC)c1ccc(NC(=O)CSc2ccsc2[N+](=O)[O-])c(C)c1,u,u,-21%,45µM*,u,25µM*,6%,32µM*,-27%
Cc1noc(C)c1-c1nc(N2CCNCC2)c2ccccc2n1,x,3%[60.1 µM],-6%,x,x,x,-4%,x,38%[activator]
CCCOP(=O)(c1ccc(N(C)C)cc1)C(Nc1ccccc1)c1ccc(C)cc1 (configuration not stated),-2%,-7%,-7%,-14%,108%[activator],3%,-2%,u,-12%
COc1ccc(N/N=C2/CCCCC2=O)cc1,10µM*,-9%,-16%,-2%,-9%,47%,1%,-38%,-1%
COC(=O)N/N=C/C1=CCC2CC1C2(C)C (configuration not stated),-5%,-15%,u,-17%,111%[activator],2%,-8%,-3%,-1%
Oc1ccccc1/C=N/N1CCCCC1,-31%,-6%,u,-20%,49%[activator],10%,5%,x,2%
COc1cccc(CC(=O)OCC(=O)NNC(=O)c2ccc(Br)cc2)c1,13%[59 µM],19%,x,-4%,20%,x,-11%,-6%,x
CCN(CC)S(=O)(=O)c1ccc2c(c1)N(CC(=O)NCCCN1CCN(c3ccc(OC)cc3)CC1)C(=O)CO2,u,-10%[60.1 µM],-15%,-16%,29%,-11%,x,-15%,0%
Cc1cc(C)c(NC(=O)Cn2c(=O)n(Cc3ccc4c(c3)OCO4)c(=O)c3ccccc32)c(C)c1,4%[59 µM],2%,-1%,-14%,6%,3%,x,4%,-4%
CCOc1ccccc1N(C)S(=O)(=O)c1ccc2c(c1)N(C(C)=O)CCO2,66%[activator],-7%,-6%,-11%,-8%,-11%,75%[activator],-22%,0%
C[C@@H](C[N+](C)(C)C)OC(N)=O,11%[21.5 µM],-4%[12 µM],-3%[29.3 µM],x,x,x,0%[21 µM],x,-1%[21.4 µM]
O=C(Nc1cccc(C(F)(F)F)c1)n1cc(-c2ccccn2)c(N2CCOCC2)n1,3%,-1%,-4%,-9%,51%[activator],1%,-3%,2%,-15%
Cc1cc2c(cc1S(=O)(=O)N1CCCCC1)OCC(=O)N2,-6%,-5%&-7%,-14%&-12%,-9%&4%,33%&-7%[activator],3%&18%,-1%,79µM*!,1%&-4%
CN(C)C(=O)N1CCCC(C(=O)NCc2ccc(F)cc2Cl)C1 (configuration not stated),u,1%,-2%,-13%,u,-1%,-2%,14%,-6%
O=C(O)CSCC(=O)Nc1ccc(C(F)(F)F)cc1,x,0%,1%,-8%,48%[activator],-2%,-13%,u,0%
Cc1cc(NC(=O)CN2C(=O)CCSc3ccccc32)no1,-28%,3%,-9%,-11%,145%[activator],-9%,0%,x,0%
Cc1c(-c2ccncc2)oc2ccc(Br)cc2c1=O,18%[59 µM],x,-4%,x,x,-25%,-1%,-5%,-13%
NC(=S)NC1CCS(=O)(=O)C1 (configuration not stated),-3%,2%,-1%,-14%,28%,10%,-3%,9%,3%
CC(C)CC(=O)Nc1ccc(Nc2ccccc2)cc1,20µM*,-3%,u,-17%,-14%,-15%,7%,u,-2%
CCNc1nc(NC(C)C)nc(Nn2cnnc2)n1,-2%[12.7 µM],10%,-2%,-9%,118%[activator],35µM*,0%,8%,2%
O=C(CCc1ccccc1)Nc1ccccc1C(=O)N1CCOCC1,11%,-17%,-4%,5%,26%,0%,-3%,2%,-3%
Cc1cccc(NC(=O)CN(C)S(=O)(=O)c2ccc3c(c2)CCC(=O)N3)c1C,-22%[59 µM],-23%,3%,-8%,4%,0%,x,-7%,-4%
CC1=CN2C(=NC(=O)CC2(C)C(=O)N(CC(=O)NC2CCCC2)Cc2ccccc2)C=C1 (configuration not stated),1%,-12%,-1%,-16%,100%[activator],1%,17%,2%,-2%
O=C(Cn1cnc2ccccc2c1=O)NC1CCCc2ccccc21 (configuration not stated),u,1%,7%,-1%,11%,2%,-6%,-4%,-2%
COC(=O)c1ccc2[nH]c(C3(O)CCCCC3)c(C)c2c1,x,-8%,x,-16%,1%,x,38%,x,x

# Compound activity (PubChem BioAssay)
